Screening data (PubChem)
inhibitors of VEEV = inhibitors of VEEV TC-83 cytopathic effect, confirmation, Vero cells (AID 588727) | Vero cells, VEEV TC-83 cytopathic effect inhibition; higher % means a stronger effect | 350,000 compounds, 0.13% hits | one-dose inhibition, % at 20 µM; IC50 in µM for titrated hits; in the data active = a potency from the dose series; inconclusive = inhibition mostly from about 14% at the one dose, without a potency; inactive = the rest, 99 in 100 with inhibition below about 12%; note: strong numbers were not always called active
M. tuberculosis HTS = M. tuberculosis growth inhibition, HTS (AID 449762); inhibition, % at 25 µM, or IC50 in µM where a hit was titrated; M. tuberculosis H37Rv growth inhibition, 7H9 media; higher % means a stronger effect; 330,000 compounds, 0.59% hits; in the data active = a potency from the dose series; inconclusive = inhibition above about 70% without an active follow-up result;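 note: bacterial growth assessed after seven days of incubation; strong numbers were not always called active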
Salmonella PhoP GFP = PhoP regulon inhibitors, Salmonella typhi PhoP promoter GFP reporter, confirmatory (AID 1850); Salmonella Typhi PhoP-promoter GFP reporter, fluorescence, 4 h; higher % means a stronger effect; inhibition, % at 50 µM; hits with a dose series show IC50 in µM; 310,000 compounds, 0.33% hits; in the data active = a potency from the dose series; inconclusive = inhibition mostly from about 25% at the one dose, without a potency; inactive = the rest, 99 in 100 with inhibition below about 19%;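 note: 0% = induced wells with vehicle and 100% = uninduced wells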
M. tuberculosis = growth inhibition of non-replicating M. tuberculosis (AID 488890). Mycobacterium tuberculosis non-replicating, growth inhibition; higher % means a stronger effect. inhibition, % at 25 µM; hits with a dose series show IC50 in µM. 320,000 compounds, 0.39% hits; in the data active = a potency from the dose series; inconclusive = inhibition mostly from about 82% at the one dose, without a potency; inactive = the rest, 99 in 100 with inhibition below about 76%;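 note: plate controls were DMSO cells for no effect and high antibiotic wells for full effect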
influenza NS1A = H1N1 influenza NS1A inhibitors, functional cell based assay (AID 504329); NS1A functional cell-based assay, percent inhibition; higher % means a stronger effect; one-dose inhibition, % at 12.5 µM; IC50 in µM for titrated hits; 340,000 compounds, 0.3% hits; in the data active = a potency from the dose series; inconclusive = inhibition above about 27% without an active follow-up result; note: strong numbers were not always called active
The depositor's hits bear a star; i = inactive; ? = inconclusive; nt = not tested or not shown; & = joins results of further samples.

1) CC1(C)C2CC=C(/C=N/n3cnnc3)C1C2 (centres undefined)
2) O=C(CSc1nnc2c(n1)[nH]c1ccc(F)cc12)NC1CC1
3) CCOC(=O)c1sc(-c2ccc(OC)cc2)cc1N
4) CCCn1c(SCC(=O)NC(C)C)nc2sc3c(c2c1=O)CCC3
5) CCCCc1c(C)[nH]c(=S)[nH]c1=O
6) Cc1ccccc1C(=O)N=c1ccn(-c2nc3ccccc3nc2NS(=O)(=O)c2ccccc2)cc1

Screen / compound no. | 1 | 2 | 3 | 4 | 5 | 6
influenza NS1A | 4.0% | 10.3% | -7.8% | 2.3% | -25.5% | 4.4%
Salmonella PhoP GFP | -19.9% | 4.8% | -8.9% | 1.0% | -24.9% | -32.7%
inhibitors of VEEV | 0.2% | 5.4% | 4.0% | i | 2.3% | 3.6%
M. tuberculosis | -1.9% | 6.7% | 0.7% | -8.4% | -1.5% | 38.7%
M. tuberculosis HTS | -4.0% | 0.2% | 12.0% | -1.7% | -2.3% | 9.6%

7) CCC1CCC(N2CCN(c3ccc(F)cc3)CC2)CC1 (centres undefined)
8) CN(C)CCN1C(=O)C(=O)/C(=C(/O)c2ccccc2)C1c1ccccc1F (centres undefined)
9) CC(c1ccccc1)(c1ccccc1)c1ccncc1
10) Cc1ccc(-c2cc(=O)c3ccc(Cl)cc3[nH]2)cc1
11) Cc1ccc([N+](=O)[O-])cc1S(=O)(=O)NCCc1cn2ccccc2n1
12) CN(C)c1ccc(C=c2c3ccccc3n3c2c2c([n+]3C)CCCC2)cc1

Screen / compound no. | 7 | 8 | 9 | 10 | 11 | 12
influenza NS1A | -0.6% | 1.4% | -5.2% | -4.5% | -4.4% | 11µM*
Salmonella PhoP GFP | 5.9% | 11.8% | 33.0% | 7.5% | 1.6% | nt
inhibitors of VEEV | 2.1% | 2.2% | 4.1% | 0.4% | 0.2% | i
M. tuberculosis | -8.3% | 3.0% | 8.7% | 4.4% | -10.7% | nt
M. tuberculosis HTS | 0.1% | -2.9% | 0.2% | 3.9% | 1.1% | nt

13) Cc1ccc(Cl)cc1NC(=O)c1ccccc1OCC(=O)Nc1ccc(Cl)cc1
14) COc1ccc(CCNC(=O)C(=O)NCC2OCCCN2S(=O)(=O)c2cc(C)ccc2C)cc1 (centres undefined)
15) Cc1c(C)c2c(c(C)c1O)CCC(C)(C(=O)O)O2 (centres undefined)
16) CCOC(=O)c1sc2cc([N+](=O)[O-])cc(SCC(C)C)c2c1N
17) OCC1(O)OC[C@@H](O)[C@H]1O (some centres undefined)
18) Cn1c(=O)n(C)c2cc(C(=O)Nc3ccc(Br)cc3)ccc21

Screen / compound no. | 13 | 14 | 15 | 16 | 17 | 18
influenza NS1A | -1.2% | -5.5% | 0.0% | 3.0% | -1.3% | -14.1%
Salmonella PhoP GFP | -10.3% | -1.9% | 3.3% | -8.2% | -5.2% | -11.9%
inhibitors of VEEV | 0.7% | 5.8% | i | 1.7% | 0.1% | i
M. tuberculosis | 7.5% | 2.5% | 7.5% | -8.6% | 13.4% | 6.0%
M. tuberculosis HTS | 8.6% | -1.9% | -0.7% | 2.8% | -1.3% | -1.1%

Entries by screen from the list.
Entries 13 to 18 in Salmonella PhoP GFP: -10.3%, -1.9%, 3.3%, -8.2%, -5.2%, -11.9%

(more compounds)
19) Cc1cc(C(=O)CSc2nc(N)cc(=O)[nH]2)ccc1F
20) CCCCc1ccc(NC(=S)NCCc2ccc(F)cc2)cc1
21) Cc1oc2c(c1C(=O)NCc1cc(C(=O)O)co1)CCCC2
22) C=CCOC(=O)C1C(=O)CC(C)(O)C(C(=O)OCC=C)C1c1ccc(OCC)cc1 (centres undefined)
23) CCOc1cc(C(=O)NC2=NCCS2)cc(OCC)c1OCC
24) COCCCNC(=O)C1CC(=O)N(Cc2ccc(OC)cc2)C1 (centres undefined)

Screen / compound no. | 19 | 20 | 21 | 22 | 23 | 24
influenza NS1A | -3.5% | -24.9% | 10.1% | -5.5% | -14.4% | -5.3%
Salmonella PhoP GFP | -1.8% | -8.2% | -4.5% | 8.3% | 2.2% | 1.6%
inhibitors of VEEV | 0.7% | i | 1.0% | 0.7% | 1.7% | 1.6%
M. tuberculosis | 10.7% | ? | -3.2% | -1.5% | 10.9% | 5.7%
M. tuberculosis HTS | -0.2% | ? | -4.6% | 4.3% | 4.4% | -13.0%

25) Cc1ccc(C(=O)CSc2nnc(-c3ccncc3)n2C)cc1
26) CCCCOCP(=O)(CC)COCCCC
27) Cc1cnc(C(=O)OCC(=O)NC2CCCCC2)cn1
28) C=CCN(c1ccccc1)S(=O)(=O)c1cccc(C(=O)NCC2CCCO2)c1 (centres undefined)
29) CC(=O)c1cccc(NC(=O)c2ccccc2N(C)S(=O)(=O)c2ccc(C)cc2)c1
30) CCOC(=O)C1CCN(c2c(NCc3ccc(C(=O)N(C)Cc4ccccc4)cc3)c(=O)c2=O)CC1

Screen / compound no. | 25 | 26 | 27 | 28 | 29 | 30
influenza NS1A | -19.4% | -0.3% | -3.1% | 19.1% | -9.2% | 10.3%
Salmonella PhoP GFP | 16.9% | -28.6% | 2.2% | -4.3% | -2.7% | 5.1%
inhibitors of VEEV | 1.1% | 0.5% | 0.4% | 0.7% | 0.2% | 0.5%
M. tuberculosis | -7.1% | -5.4% | -4.2% | -5.6% | 15.3% | 1.3%
M. tuberculosis HTS | -2.1% | -1.6% | -7.5% | -10.4% | 3.8% | -0.9%

31) O=Cc1ccc(OC(=O)c2cc(Cl)nc3ccccc23)cc1
32) COc1ccccc1N1CCN(c2cnccn2)CC1
33) CCOC(=O)C1CCN(C(=O)CSc2nc(N)cc(=O)[nH]2)CC1
34) CCN(C(=O)C1CCCCC1)c1nnc(-c2cccnc2)s1
35) CCC(CO)NCC#Cc1ccccc1 (centres undefined)
36) O=C(Nc1c(-c2cccs2)nc2ccccn12)c1ccc2ccccc2c1

Screen / compound no. | 31 | 32 | 33 | 34 | 35 | 36
influenza NS1A | 0.9% | 1.6% | 3.6% | 4.2% | -17.1% | nt
Salmonella PhoP GFP | -7.9% | -1.2% | 13.2% | -20.5% | 5.5% | -7.3%
inhibitors of VEEV | i | 1.4% | i | i | i | nt
M. tuberculosis | -8.4% | -6.5% | -11.0% | 7.4% | 6.5% | 0.1%
M. tuberculosis HTS | 8.8% | 3.3% | 4.5% | 5.3% | 5.0% | 8.8%

37) O=C(Nc1ccc(CN2CCOCC2)cc1)c1ccc(-c2ccc(Br)cc2)o1
38) Cc1ccc(CN2CCN(Cc3cccc(C)n3)CC2CCO)cc1 (centres undefined)
39) COc1ccc(Cc2n[nH]c(=O)c3ccccc23)cc1OC
40) O=C(Nc1cc(S(=O)(=O)N2CCCCC2)ccc1O)c1ccccc1NS(=O)(=O)c1ccc(F)cc1
41) O=C(COC(=O)c1ccco1)Nc1ccc(Cl)cn1
42) CN(C(=O)C1CCN(c2ncnc3c2nc2n3CCCCC2)CC1)C1CCCCC1

Screen / compound no. | 37 | 38 | 39 | 40 | 41 | 42
influenza NS1A | 2.5% | 1.4% | -5.5% | -15.6%&4.0% | 1.9% | -4.6%
Salmonella PhoP GFP | -4.7% | -1.2% | 11.6% | -7.4% | nt | -0.8%
inhibitors of VEEV | 0.4% | i | 0.9% | 0.1%&0.6% | i | 2.8%
M. tuberculosis | ? | 1.6% | -12.4% | -2.2% | 39.9% | 14.1%
M. tuberculosis HTS | ? | 3.6% | -2.2% | 10.3% | 5.7% | 4.6%

43) CCCc1cc(=O)[nH]c(SCc2ccccc2)n1
44) CCN(CC)C(=O)CSc1nc2cc3c(cc2c(=O)n1CCCC(=O)NCc1ccc(OC)cc1)OCO3
45) Cc1nc(N2CCOCC2)[nH]c(=O)c1C
46) Cc1ccc2nc(NC(=O)CN3C(=O)NC4(CCCC4)C3=O)sc2c1
47) CCOc1ccc(/C=C2\SC(=S)N(CCCC(=O)NCCCN3CCOCC3)C2=O)cc1
48) CCOC(=O)c1c(C)oc2c1cc(O)c1ccccc12

Screen / compound no. | 43 | 44 | 45 | 46 | 47 | 48
influenza NS1A | -3.5% | 3.5% | -4.3% | -0.7% | 6.9% | -11.4%
Salmonella PhoP GFP | -6.8% | -22.4% | 2.6% | 2.5% | -4.1% | 6.5%
inhibitors of VEEV | 1.9% | 7.0% | 1.1% | 6.2% | 12.1% | 1.4%
M. tuberculosis | 8.9% | 27.3% | -2.9% | 10.2% | 42.4% | 17.0%
M. tuberculosis HTS | -12.1% | 3.5% | 0.2% | 10.6% | -0.2% | 3.0%

49) O=C(N/N=C\c1cccnc1)C1c2ccccc2Oc2ccccc21
50) COc1ccc(C2(c3ccc(OC)cc3)NC(=O)N(CC(=O)Nc3cc(C)ccc3OC)C2=O)cc1
51) O=C(COC(=O)c1nc(Cl)ccc1Cl)NC1CCCCC1
52) CNCc1ccccc1Sc1cccc2ccccc12
53) COc1ccccc1NC(=O)C(=O)NCc1ccncc1
54) COc1cc(C2Nc3ccccc3C(=O)N2NS(C)(=O)=O)ccc1O (centres undefined)

Screen / compound no. | 49 | 50 | 51 | 52 | 53 | 54
influenza NS1A | 1.1% | -4.3% | -6.4% | 20.2% | -13.0% | 14.1%
Salmonella PhoP GFP | -7.7% | -4.5% | nt | 7.9% | -1.5% | 2.9%
inhibitors of VEEV | 1.2% | 5.6% | 1.5% | i | 0.1% | 0.1%
M. tuberculosis | 10.8% | 17.8% | 6.9% | 43.4% | -2.9% | 3.9%
M. tuberculosis HTS | 8.4% | -3.3% | -0.6% | 10.7% | 9.7% | 1.2%

55) O=C(O)CC(NCc1ccco1)C(=O)Nc1cccc(O)c1 (centres undefined)
56) O=C(CSC(=S)N1CCOCC1)Nc1nc(=O)c2ccccc2s1
57) O=C(OCCCc1ccncc1)c1ccc(S(=O)(=O)N2CCOCC2)cc1
58) CN(CC(=O)Nc1ccc(Cl)c(C(F)(F)F)c1)C(=O)c1ccc2c(c1)NC(=O)CS2
59) O=C1C=C(c2cc3ccccc3s2)C[C@@H](c2ccc3c(c2)OCO3)C1
60) Cc1ccc2nc(Nc3nc(-c4ccccc4)cc(=O)[nH]3)nc(C)c2c1

Screen / compound no. | 55 | 56 | 57 | 58 | 59 | 60
influenza NS1A | -9.6% | nt | -10.9% | -3.5% | 5.4% | 2.9%
Salmonella PhoP GFP | 4.6% | -4.8% | 3.3% | nt | nt | -3.7%
inhibitors of VEEV | i | nt | 0.8% | 7.6% | 8.3% | 9.1%
M. tuberculosis | 4.3% | -17.1% | 6.2% | 6.2% | -8.8% | -7.7%
M. tuberculosis HTS | 11.0% | -1.0% | -5.2% | 12.3% | -7.7% | -2.5%

A different layout for some results above:
nr | compound | influenza NS1A | Salmonella PhoP GFP | inhibitors of VEEV | M. tuberculosis | M. tuberculosis HTS
20 | CCCCc1ccc(NC(=S)NCCc2ccc(F)cc2)cc1 | -24.9% | -8.2% | i | ? | ?
41 | O=C(COC(=O)c1ccco1)Nc1ccc(Cl)cn1 | 1.9% | nt | i | 39.9% | 5.7%
12 | CN(C)c1ccc(C=c2c3ccccc3n3c2c2c([n+]3C)CCCC2)cc1 | 11µM* | nt | i | nt | nt
34 | CCN(C(=O)C1CCCCC1)c1nnc(-c2cccnc2)s1 | 4.2% | -20.5% | i | 7.4% | 5.3%
21 | Cc1oc2c(c1C(=O)NCc1cc(C(=O)O)co1)CCCC2 | 10.1% | -4.5% | 1.0% | -3.2% | -4.6%
30 | CCOC(=O)C1CCN(c2c(NCc3ccc(C(=O)N(C)Cc4ccccc4)cc3)c(=O)c2=O)CC1 | 10.3% | 5.1% | 0.5% | 1.3% | -0.9%

Next part:
61) CC(C)N1CCN(Cc2nc3ccccc3s2)CC1CCO (centres undefined)
62) CN(C)CCNC(=O)C1CC(=O)N(c2ccc(F)c(Cl)c2)C1 (centres undefined)
63) CCCC(NCC(O)COc1ccc(-c2ccccc2)cc1)c1ccccc1 (centres undefined)
64) COC(=O)C1=C(C(=O)OC)C2(OC1c1ccc(Br)cc1)C(=O)c1ccccc1C2=O (centres undefined)
65) O=C(CSc1nc2ccccc2[nH]1)N/N=C/c1ccco1

Screen / compound no. | 61 | 62 | 63 | 64 | 65
influenza NS1A | 2.2% | 15.6% | 9.6% | 3.3% | 3.4%
Salmonella PhoP GFP | -11.3% | 8.4% | -33.1% | 4.9% | 6.2%
inhibitors of VEEV | i | i | 10.1% | 7.3% | i
M. tuberculosis | 8.8% | 8.5% | i | 27.9% | 3.0%
M. tuberculosis HTS | -1.3% | -1.3% | 11.5µM* | -7.4% | -4.6%
